Bioassay records as filed in PubChem BioAssay.
Pin1 inh = blocks the human prolyl isomerase Pin1; Potency, µM (doses to about 115 µM), inactives show at the highest dose activity, negative = inhibition, actives largely listed as inhibitors; actives 0.009% (n = 390,000); Q13526; Pin1 FP peptide displacement, HiFluor488, 10 min; active = well fitted inhibition curve with a large enough effect in the polarisation, with a control signal flat, not every such curve was filed as active; inconclusive = small, poorly fitted or top-dose-only effect, or effect the other way, or a change in a side signal; inactive = no such curve, though single readings can be large or run the other way; the % refers to the polarisation; also: potency is read from the fitted curve at half-maximal effect; % is scaled to controls: 0 for no effect and ±100 for the full control effect
rTrxR1 inhibitor = blocks rat thioredoxin reductase 1 | O89049 | recombinant rTrxR1, NADPH fluorescence consumption, selenite substrate | Potency, µM (series often up to 114 µM), inactives show at the top dose activity change, negative = inhibition, usual class: inhibitors | actives 1% (n = 390,000); also: potency is read from the fitted curve at half-maximal effect; % is scaled to controls: 0 for no effect and ±100 for the full control effect; nearly all actives have a fitted effect of over 65% in size
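Rat TrxR1 (90 nM in the dispensed reagent) was pre-reduced with 400 uM NADPH for 5 min at room temperature, then incubated with compound for 15 min. After 400 uM selenite was added, NADPH fluorescence (Ex 340/Em 450 nm) was followed for 8 min.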
mIDH1 inhibitor = inhibitors of human mutant IDH1 R132H | actives 0.093% (n = 390,000) | IDH1-R132H enzyme, NADPH consumption, diaphorase/resazurin fluorescence | O75874 | AID 602179 | Potency, µM (top dose mostly 76.6 µM), for the others: at the highest dose activity change, negative = inhibition, hits mostly inhibitors; also: potency is read from the fitted curve at half-maximal effect; % is scaled to controls: 0 for no effect and ±100 for the full control effect; nearly all actives have a fitted effect of over 65% in size
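IDH1-R132H (0.5 ug/mL dispensed) in pH 7.5 Tris buffer was preincubated 30 min with compound, then given a substrate mix of 0.016 mM NADPH and 2 mM alpha-KG for 80 min at room temperature; remaining NADPH was read by diaphorase/resazurin fluorescence.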
TrxR1 substrate = rat thioredoxin reductase 1 substrate activity; O89049; purified TrxR1 substrate turnover, NADPH consumption readout; Potency, µM (top dose mostly 114 µM), without a hit: top-dose activity change, negative = substrate turnover; actives 0.01% (n = 390,000); AID 588456; also: potency is read from the fitted curve at half-maximal effect; % is scaled to controls: 0 for no effect and ±100 for the full control effect; nearly all actives have a fitted effect of over 50% in size
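Rat TrxR1, dispensed at 90 nM, was prereduced with 400 uM NADPH (final) for 5 min at ~22 deg C, then incubated with compound 15 min before 400 uM selenite. A first-read NADPH fluorescence drop versus no-compound background flagged substrates.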
HP1b chromo inh = inhibitors of HP1-beta chromodomain binding to methylated histone tails | Potency, µM (titrated, usually from 114 µM), for the others: top-dose activity change, negative = inhibition, actives largely listed as inhibitors | actives 0.56% (n = 390,000) | AID 540317 | AlphaScreen HP1-beta / biotin-H3K9me3 peptide binding; also: potency is read from the fitted curve at half-maximal effect; nearly all actives have a fitted effect of over 70% in size; inactives centre near 23
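HP1-beta protein (50 nM final) preincubated 30 min at room temperature with biotinylated H3(1-18)K9me3 peptide (50 nM) in PBS pH 7.4, 0.01% Tween-20, then compound added for 30 min. AlphaScreen streptavidin donor/nickel chelate acceptor beads (10 ug/mL final), 30 min dark, luminescence read.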
GLS inh = inhibitors of human glutaminase (GLS). Potency, µM (highest dose often 45.5 µM), without a hit: at the highest dose activity change, negative = inhibition, actives largely listed as inhibitors. GLS enzymatic activity, qHTS titration. O94925. actives 0.21% (n = 410,000). AID 624170; also: potency is read from the fitted curve at half-maximal effect; % is scaled to controls: 0 for no effect and ±100 for the full control effect
Target sequence (O94925 whole entry, looked up): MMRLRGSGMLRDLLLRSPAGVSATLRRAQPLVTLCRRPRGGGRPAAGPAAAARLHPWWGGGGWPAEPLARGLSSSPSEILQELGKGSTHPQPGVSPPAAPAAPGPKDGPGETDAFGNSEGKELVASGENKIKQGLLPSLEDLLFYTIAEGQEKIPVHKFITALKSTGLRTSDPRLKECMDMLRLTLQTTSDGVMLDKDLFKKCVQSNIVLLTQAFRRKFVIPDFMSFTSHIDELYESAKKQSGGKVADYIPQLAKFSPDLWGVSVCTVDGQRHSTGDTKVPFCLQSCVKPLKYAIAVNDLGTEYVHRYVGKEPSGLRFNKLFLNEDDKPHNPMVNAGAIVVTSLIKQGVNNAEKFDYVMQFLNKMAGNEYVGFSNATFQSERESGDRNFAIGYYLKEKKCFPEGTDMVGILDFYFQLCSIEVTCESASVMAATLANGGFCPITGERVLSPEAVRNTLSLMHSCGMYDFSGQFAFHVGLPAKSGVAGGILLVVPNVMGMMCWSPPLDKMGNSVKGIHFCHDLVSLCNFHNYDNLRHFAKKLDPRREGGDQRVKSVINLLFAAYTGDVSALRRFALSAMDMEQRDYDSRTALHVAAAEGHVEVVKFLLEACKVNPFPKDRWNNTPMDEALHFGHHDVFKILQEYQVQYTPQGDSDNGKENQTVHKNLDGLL
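Glutamate formation by hKGA was monitored fluorometrically using coupled glutamate oxidase, HRP and Amplex Red. Substrate was added as 1 mM L-glutamine solution; incubation was 30 min at RT after an initial read.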
USP1-UAF1 inh = blocks the human USP1/UAF1 deubiquitinase complex; recombinant USP1/UAF1, Ub-Rhodamine cleavage fluorescence; O94782; Potency, µM (series often up to 57.1 µM), inactives show at the top dose activity change, negative = inhibition, actives largely listed as inhibitors; AID 743255; actives 0.23% (n = 390,000); also: potency is read from the fitted curve at half-maximal effect; % is scaled to controls: 0 for no effect and ±100 for the full control effect; nearly all actives have a fitted effect of over 60% in size; inactives centre near -12
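1 nM enzyme complex + cpd, 15 min RT; start with Ub-Rho 150nM final; kinetic fluorescence ex 480/em 540, 6 reads q60 s. Buffer 50mM HEPES pH 7.8, 0.5mM EDTA, 0.1 mg/ml BSA, 1mM TCEP, 0.01% Tween-20.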
PGK inhibitor = T. brucei PGK inhibition; Potency, µM (titrated, usually from 57.5 µM), for the others: at the top dose activity change, negative = inhibition, usual class: inhibitors; PGK/GAPDH coupled, Kinase-Glo luminescence, 60 min; P07378; actives 0.043% (n = 380,000); also: potency is read from the fitted curve at half-maximal effect; % is scaled to controls: 0 for no effect and ±100 for the full control effect; nearly all actives have a fitted effect of over 60% in size
Target sequence (P07378 whole entry, looked up): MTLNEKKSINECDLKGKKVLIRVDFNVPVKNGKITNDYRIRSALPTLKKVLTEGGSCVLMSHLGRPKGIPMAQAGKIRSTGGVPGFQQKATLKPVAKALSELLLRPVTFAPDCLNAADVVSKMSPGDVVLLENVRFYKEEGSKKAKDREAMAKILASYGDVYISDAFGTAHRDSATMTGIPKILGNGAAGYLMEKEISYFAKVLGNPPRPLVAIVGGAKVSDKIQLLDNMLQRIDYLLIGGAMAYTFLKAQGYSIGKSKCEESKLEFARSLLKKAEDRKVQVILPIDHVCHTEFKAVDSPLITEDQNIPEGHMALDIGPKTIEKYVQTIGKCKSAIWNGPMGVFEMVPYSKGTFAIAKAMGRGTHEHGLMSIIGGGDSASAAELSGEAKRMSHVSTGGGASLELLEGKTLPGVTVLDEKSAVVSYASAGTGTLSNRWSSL
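Luminescent ATP detection (Kinase-Glo Plus) follows a 60-minute room-temperature incubation, with wells lacking PGK as controls. Buffer: 100 mM TEA (pH 7.6), 5 mM MgCl2, 0.01% Tween-20. Coupling enzyme GAPDH (100 nM final) supplies unstable 1,3-BPG in-well.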
PI4K2A inh = blocks human PI4K2A kinase activity | purified PI4K2A, ADP-Glo luminescence, 1 h; stronger effect = lower value | actives 0.13% (n = 420,000) | Q9BTU6 | activity change, negative = inhibition, % at 76.9 µM; in the data active = activity change below about -50%; inconclusive = mostly about -30% to -49%;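 also: -100% = wells without enzyme as full effect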
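In this quantitative HTS, ADP production by PI4K2A was quantified luminescently after 1 h at ambient temperature; 100 microM adenosine served as plate-quality control.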
Starred values were filed as active, the others as inactive; i = inactive; ? = inconclusive; . = no result given; [ ] = remark or other dose. Unless noted, calls follow the shape of the dose curve; as a rule, active = well fitted curve in the direction sought with a large enough effect; inconclusive = small, poorly fitted or top-dose-only effect, or another doubt; inactive = no such curve, though single readings can be large; an effect the other way counts as inactive or inconclusive. Some of the compounds tested. The share of hits here may be higher or lower than overall.

(1) COc1ccccc1NS(=O)(=O)c1cc(NC(=O)c2cnccn2)ccc1N1CCOCC1
(2) CCC(=NNC(=O)c1cccc(S(=O)(=O)N2CCOCC2)c1)c1ccccc1
(3) C=CCOc1ccc(/C=N\NC(N)=S)cc1
(4) COc1ccc(Cl)cc1-n1c(N)c(C(N)=O)sc1=S
(5) CCOC(=O)N1C2=NC(C(=O)OC)=C(C(=O)OC)[C@@H]3N(C)c4ccc(OC)cc4[C@]23C[C@H]1C(=O)OC
(6) COc1ccc(S(=O)(=O)CC(O)CN2CCCC2=O)cc1 (configuration not stated)
(7) CCn1c(SCC(=O)N/N=C/C=C\c2ccccc2[N+](=O)[O-])nnc1-c1ccccc1
(8) CCC(CC)C(=O)Nc1nnc(CCc2ccccc2)s1
(9) CCCCC(=O)Nc1nnc(S(=O)(=O)N(CC)c2cc(C)cc(C)c2)s1
(10) Cc1ccc(C2CC(c3ccccc3)=NN2C(=O)CSc2nnc(-c3ccc(Cl)cc3)o2)o1 (configuration not stated)

screen / no.	1	2	3	4	5	6	7	8	9	10
Pin1 inh	3%	3%	4%	0%	-5%	0%	-5%	2%	38%[activator]	2%
rTrxR1 inhibitor	-6%[57.1 µM]	8%	-16%	-36%[57.1 µM]	19%[57.1 µM]	-7%	-1%[57.1 µM]	-1%[57.1 µM]	19%	-2%
mIDH1 inhibitor	0%	-3%	11%	3%	3%	7%	-1%	3%	-8%	7%
TrxR1 substrate	-1%[57.1 µM]	2%	-11%	-9%[57.1 µM]	-6%[57.1 µM]	-5%	0%[57.1 µM]	5%[57.1 µM]	-7%	-3%
HP1b chromo inh	47%[activator]	27%	-9%	?	25%	39%[activator]	7%	15%	34%	15%
GLS inh	7%	20%	19%	-13%	35%[activator]	.	4%	7%	-2%	1%
USP1-UAF1 inh	-3%	-14%	-22%	-16%	-26%	-13%	-5%	-7%	-10%	-20%
PGK inhibitor	4%	0%	.	i	i	-9%	-3%	2%	i	-2%
PI4K2A inh	3	-2	1	-8	-2	-2	3	4	4	5

(11) Cc1ccc(C)c(N2CCN(C(=O)C3CCN(c4nc5ccc(C)cc5[nH]4)CC3)CC2)c1
(12) O=C(c1ccc(F)cc1)C1CCN(C(=O)c2ccccc2)CC1
(13) CCN1CCN(c2ccc(S(=O)(=O)N3CCOCC3)cc2NC(=O)CC(C)C)CC1
(14) CN(C(=O)COC(=O)c1ccc2ccccc2n1)C1CCCCC1
(15) COc1cc(C(=O)Nc2ccc(NC(=O)C(C)C)nc2)cc(OC)c1OC
(16) CCCCN(CCCC)S(=O)(=O)c1ccc(SCC(=O)OCC)c([N+](=O)[O-])c1
(17) Cc1ccc(SCCC(=O)N/N=C/c2cccnc2)cc1
(18) COCCn1ccc2c(OCC(=O)Nc3ccccc3OC)cccc2c1=O
(19) O=C(Nc1cnc(N2CCC(N3CCCCC3)CC2)c(C(=O)O)c1)c1ccc(Br)cc1
(20) COc1ccc(CCNC(=O)CSc2c[nH]c3ccccc23)cc1OC

screen / no.	11	12	13	14	15	16	17	18	19	20
Pin1 inh	-3%	2%	-2%	-3%	-4%	-19%	1%	-4%	-15%	1%
rTrxR1 inhibitor	14%[57.1 µM]	15%	9%	8%[57.1 µM]	2%	26%	16%	-5%	3%[57.1 µM]	16%[57.1 µM]
mIDH1 inhibitor	-3%	-5%	-8%	4%	-6%	8%	13%	6%	.	3%
TrxR1 substrate	6%[57.1 µM]	6%	1%	6%	-8%	4%	-4%	-3%	-2%[57.1 µM]	8%[57.1 µM]
HP1b chromo inh	3%[57 µM]	16%	44%[activator]	33%	26%	79µM*	28%	-2%	-3%	20%
GLS inh	5%	6%	-3%	-10%	-1%	7%	-4%	8%	?	-1%
USP1-UAF1 inh	-3%	-10%	-20%	-22%	-5%	-17%	-3%	-12%	1%	-23%
PGK inhibitor	3%	3%	12%	i	i	.	-7%	0%	.	-2%
PI4K2A inh	-3	-1	-3	5	-12	0	-1	-1	-4	3

(21) Cc1ccc(NS(=O)(=O)c2ccc(Br)cc2)nc1
(22) Cc1ccc(C(=O)N(CC(C)C)c2c(N)n(Cc3ccccc3)c(=O)[nH]c2=O)o1
(23) CCn1ncc(/C=C/C(=O)Nc2c(C)nn(Cc3ccc(Cl)cc3Cl)c2C)c1C
(24) Cc1c(C(=O)N2CCOCC2)sc(NC(=O)c2ccc([N+](=O)[O-])cc2)c1C#N
(25) CCOc1ccc(S(=O)(=O)NCCC(=O)NCc2ccncc2)cc1
(26) NC(=O)NC(=O)COC(=O)CNS(=O)(=O)c1ccc(F)c(F)c1F
(27) Cc1nc(N/N=C/c2ccc(O)cc2O)cc(N2CCOCC2)n1
(28) O=C(N/N=C/c1ccccc1)c1cc(-c2ccc3c(c2)OCO3)n[nH]1
(29) CCc1ccc(S(=O)(=O)NC(CC(=O)O)c2ccccc2)cc1 (configuration not stated)
(30) CC(CCc1ccccc1)NC(=O)c1ccccc1C(=O)O (configuration not stated)

screen / no.	21	22	23	24	25	26	27	28	29	30
Pin1 inh	-8%	2%	-6%	-3%	-5%	1%	8%	23%	-5%	3%
rTrxR1 inhibitor	15%[57.1 µM]	8%[57.1 µM]	6%[57.1 µM]	11%[57.1 µM]	-7%	20%	10%	21%	17%	16%
mIDH1 inhibitor	4%	5%	5%	-1%	5%	23%	16%	-15%	0%	7%
TrxR1 substrate	20%[57.1 µM]	-8%[57.1 µM]	13%[57.1 µM]	2%[57.1 µM]	-9%	9%	-6%	6%	10%	4%
HP1b chromo inh	33%	8%	-5%	-14%	31%	13%	33%	37%	26%	40%[activator]
GLS inh	0%	-1%	4%	5%	1%	-2%	6%	1%	19%	2%
USP1-UAF1 inh	-9%	0%	-7%	-22%	-14%	-16%	-18%	-20%	-13%	?
PGK inhibitor	-1%	4%	-2%	-10%	-6%	-9%	1%	5%	.	4%
PI4K2A inh	0	1	-6	-2	-1	2	-7	2	3	3

Arranged by formula weight (smallest number first): part of the list above.
(30) CC(CCc1ccccc1)NC(=O)c1ccccc1C(=O)O (configuration not stated)
(25) CCOc1ccc(S(=O)(=O)NCCC(=O)NCc2ccncc2)cc1
(24) Cc1c(C(=O)N2CCOCC2)sc(NC(=O)c2ccc([N+](=O)[O-])cc2)c1C#N

screen / no.	30	25	24
Pin1 inh	3%	-5%	-3%
rTrxR1 inhibitor	16%	-7%	11%[57.1 µM]
mIDH1 inhibitor	7%	5%	-1%
TrxR1 substrate	4%	-9%	2%[57.1 µM]
HP1b chromo inh	40%[activator]	31%	-14%
GLS inh	2%	1%	5%
USP1-UAF1 inh	?	-14%	-22%
PGK inhibitor	4%	-6%	-10%
PI4K2A inh	3	-1	-2

(further entries)
(31) Cc1cccc(C)c1NC(=O)CN(c1ccccn1)S(=O)(=O)c1ccc(F)cc1
(32) Cc1cc(C)cc(N2C(=O)N(Cc3cc(=O)n4ccccc4n3)c3ccccc3S2(=O)=O)c1
(33) COc1cc(/C=N/NC(=O)c2ccncc2)ccc1OC(=O)c1ccccc1Cl
(34) Cc1c(C=Nc2ccc(S(=O)(=O)CCO)cc2)c(O)[nH]c(=O)c1C#N
(35) CCC1=C(OC(=O)N(CC)CC)N2C(=O)OC(=NCc3ccccc3)[C@]2(C)[C@H]2C1=CC[C@H]1C(=O)N(CC)C(=O)[C@H]12
(36) CC(Oc1ccc(F)cc1)c1nnc(SCC(=O)N(c2ccccc2)C2CCS(=O)(=O)C2)o1 (configuration not stated)
(37) COc1ccccc1-c1c(C)oc2c(CN3CCCC(C)C3)c(O)ccc2c1=O (configuration not stated)
(38) O=C(Cn1cc(S(=O)(=O)Cc2cccc(Cl)c2)c2ccccc21)Nc1ccccc1C(F)(F)F
(39) CCC(Sc1nc2cc3c(cc2c(=O)n1CCCCCC(=O)NCc1ccc2c(c1)OCO2)OCO3)C(=O)NCCCOC (configuration not stated)
(40) CCCOC(=O)CCc1n[nH]c(=O)[nH]c1=O
(41) COc1cc(NC(=S)NCCc2ccc(S(N)(=O)=O)cc2)c(OC)cc1Cl
(42) Cc1ccc([N+](=O)[O-])cc1N/C=C1\CCc2ccccc2C1=O

screen / no.	31	32	33	34	35	36	37	38	39	40	41	42
Pin1 inh	-9%	15%	13%	?	?	2%	-8%	-3%	1%	-13%	-6%	-22%
rTrxR1 inhibitor	29%	-1%[57.1 µM]	0%	-11%	8%	-12%	?	16%	12%[57.1 µM]	12%[57.1 µM]	-19%	34%[activator]
mIDH1 inhibitor	-1%	17%	2%	8%	5%	6%	-3%	-15%	14%	1%	13%	19%
TrxR1 substrate	44%[activator]	-6%[57.1 µM]	-2%	-11%	1%	-6%	449%[activator]	3%	3%[57.1 µM]	10%[57.1 µM]	3%	16%
HP1b chromo inh	4%	26%	6%	52%[activator]	22%	8%	11%	18%	47%[activator]	26%	14%	22%
GLS inh	5%	-13%	-6%	-6%	2%	3%	-15%	-2%	8%	9%	4%	1%
USP1-UAF1 inh	-6%	-7%	-11%	-21%	?	-8%	-15%	5%	-19%	-12%	-12%	-5%
PGK inhibitor	i	4%	-4%	-3%	2%	-9%	i	2%	-5%	1%	-4%	-14%
PI4K2A inh	-4	2	-6	-13	3	0	-2	0	3	8	20	-8
